# PP5 primary – inhibitors of human protein phosphatase 5 (PP5) | P53041 | purified PP5c, OMFP substrate fluorescence | inhibition, % at 6.7 µM | actives 0.18% (n = 320,000);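 active = inhibition above the campaign's mean inhibition across all tested compounds plus 3 SD, cut at about 9.5% in these data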;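 note: 0% = DMSO only and 100% = 100 µM cantharidin control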
# Efflux pump mplx – blocks antifungal efflux pumps in multiplex yeast assay | S. cerevisiae Candida pump triplex, Nile Red efflux | AID 485275 | inhibition, % at 10 µM | actives 0.44% (n = 330,000);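 active = plate passing quality check with inhibition over a set limit, or well fluorescence over plate mean plus 4 SD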;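 note: Nile Red retained in pooled yeast measured as flow cytometry median fluorescence; 0% = buffer negative control and 100% = Enniatin B positive control; higher means more Nile Red kept so more efflux inhibition; some compounds called inactive have numbers as strong as hits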
# TPT1 inh – inhibitors of Candida albicans tRNA 2'-phosphotransferase TPT1. recombinant caTPT1, FP RNA substrate dephosphorylation. inhibition, % at 5 µM. actives 0.81% (n = 300,000). AID 1962;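 active = inhibition above the mean of all tested compounds plus 3 SD, set per screening campaign, cut at about 24% in these data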;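 note: plate controls were DMSO alone for no effect and ferristatin control at 100 nM for full effect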
# ZTA counter – counter-screen for EBNA-1 inhibitors: inhibitors of Epstein-Barr virus ZTA. P03206. ZTA-DNA binding, fluorescence polarization. inhibition, % at 11 µM. actives 0.15% (n = 320,000); in the data active = inhibition above about 33%
# HCV core dimer – blocks dimerization of HCV core protein | TR-FRET GST/Flag-core106 dimerization, 1536-well | inhibition, % at 5 µM | actives 0.33% (n = 300,000) | AID 1899;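 active = inhibition above the mean of all tested compounds plus 3 SD, set per screening campaign, cut at about 45% in these data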
#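 System – GST-tagged and Flag-tagged HCV core protein residues 1-106 · Repeats – one well for each compound · Technique – TR-FRET 671 and 617 nm emission · Doses – one concentration, 5 µM, in 0.5% DMSO · Times – 4 h, 22.5 °C incubation · Also added – Eu donor and XL665 acceptor anti-tag antibodies · Measure – percent inhibition of core106 dimerization signal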
# PREPL inh – human PREPL enzyme inhibition | AID 2751 | inhibition, % at 5.96 µM | Q4J6C6 | actives 0.68% (n = 320,000) | recombinant PREPL, fluorescence polarization activity-based probe; in the data active = inhibition above about 43%;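 note: 0% = enzyme with DMSO and 100% = wells lacking enzyme; many of its hits are not listed in these tables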
# Target sequence (Q4J6C6 whole entry, looked up): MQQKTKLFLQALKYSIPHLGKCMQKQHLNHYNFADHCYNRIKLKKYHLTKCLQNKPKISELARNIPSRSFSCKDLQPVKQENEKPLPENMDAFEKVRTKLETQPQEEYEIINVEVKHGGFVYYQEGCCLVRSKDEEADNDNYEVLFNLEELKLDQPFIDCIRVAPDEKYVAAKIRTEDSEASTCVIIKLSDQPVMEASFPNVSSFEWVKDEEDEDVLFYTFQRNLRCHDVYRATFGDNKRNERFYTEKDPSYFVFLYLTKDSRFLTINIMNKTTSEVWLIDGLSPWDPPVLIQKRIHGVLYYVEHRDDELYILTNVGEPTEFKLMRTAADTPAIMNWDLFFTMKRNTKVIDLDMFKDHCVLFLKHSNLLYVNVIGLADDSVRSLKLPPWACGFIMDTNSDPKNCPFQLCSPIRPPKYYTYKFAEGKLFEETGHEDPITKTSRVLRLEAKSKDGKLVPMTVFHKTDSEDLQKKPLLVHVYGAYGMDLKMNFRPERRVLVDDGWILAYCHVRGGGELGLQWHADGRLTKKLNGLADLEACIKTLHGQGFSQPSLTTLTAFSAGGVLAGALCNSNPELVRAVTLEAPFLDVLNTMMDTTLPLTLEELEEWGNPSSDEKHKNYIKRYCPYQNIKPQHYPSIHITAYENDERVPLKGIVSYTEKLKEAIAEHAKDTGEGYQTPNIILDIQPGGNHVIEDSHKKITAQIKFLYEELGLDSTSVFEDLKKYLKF
# PP1 counter – blocks human PP1-alpha phosphatase, a PP5 counter-screen; P62136; purified PP1alpha, OMFP fluorescence; inhibition, % at 6.7 µM; actives 0.9% (n = 320,000);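 active = inhibition above the mean inhibition of all tested compounds plus 3 SD, computed separately for each screening campaign, cut at about 15% in these data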
# Target sequence (P62136 whole entry, looked up): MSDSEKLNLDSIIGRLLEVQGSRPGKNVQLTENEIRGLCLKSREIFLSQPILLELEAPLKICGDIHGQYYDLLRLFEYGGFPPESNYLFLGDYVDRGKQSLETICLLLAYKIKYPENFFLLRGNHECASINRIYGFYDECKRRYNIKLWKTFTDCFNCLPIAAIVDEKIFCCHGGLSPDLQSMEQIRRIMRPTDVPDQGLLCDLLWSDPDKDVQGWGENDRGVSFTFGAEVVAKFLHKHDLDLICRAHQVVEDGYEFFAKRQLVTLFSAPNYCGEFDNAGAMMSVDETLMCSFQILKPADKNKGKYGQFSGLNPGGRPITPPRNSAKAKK
# EBNA-1 inh – blocks EBNA-1 binding to DNA; EBNA-1 DNA binding, fluorescence polarization; inhibition, % at 14.8 µM; actives 0.34% (n = 300,000); in the data active = inhibition above about 28%
# Fh CTSL1 inh – cathepsin L1 inhibition, PFM18AAP counter-screen | recombinant F. hepatica cathepsin L1, Z-Leu-Arg-MCA fluorescence | inhibition, % at 5.96 µM | actives 0.49% (n = 300,000) | AID 1906;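 active = inhibition above the mean of all tested compounds plus 3 SD, set per screening campaign, cut at about 17% in these data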;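 note: 0% = plate median of test compound wells and 100% = 1 µM Z-Phe-Ala-diazomethylketone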
# * = called active by the depositor; x = no result given.
SMILES,PP5 primary,Efflux pump mplx,TPT1 inh,ZTA counter,HCV core dimer,PREPL inh,PP1 counter,EBNA-1 inh,Fh CTSL1 inh
Cc1cccc(N2CCN(C(=O)CN3C(=O)C4CC=CCC4C3=O)CC2)c1C (stereo not drawn),1.7,0.0,-2,-1,4,5,-3,-12,-1
Cc1cc(C)cc(NC(=O)CSc2nnc(CNC(=O)c3ccco3)n2C)c1,-1.4,-0.1,x,-2,x,1,-5,x,x
O=[N+]([O-])c1cccc(-c2nc3ccc([N+](=O)[O-])cc3[nH]2)c1,1.9,0.1,3,7,-1,18,-4,-17,0
O=C(Cn1ncc(Cl)c(Cl)c1=O)NC1CCS(=O)(=O)C1 (stereo not drawn),3.3,0.2,1,-6,6,3,0,-9,-2
CCCCc1cc(=O)oc2c(C)c(OCC(=O)N3CCC(C(=O)O)(c4ccccc4)CC3)ccc12,1.8,-0.2,-4,6,8,11,4,5,8
O=[N+]([O-])c1ccc(-c2ccc(S(=O)(=O)N3CCOCC3)cc2)cc1,-0.4,-0.2,-6,-1,-7,2,-1,2,6
CC(=O)N1N=C(c2ccccc2)CC1c1ccccc1 (stereo not drawn),2.2,-0.1,-1,14,1,-7,-4,4,1
CC1=C([N+](=O)[O-])C(c2ccc(O)c(O)c2)NC(=O)N1 (stereo not drawn),-0.3,0.0,-1,14,2,1,-5,10,0
O=C(c1cc2c([nH]c1=O)CCCC2)N1CCc2c([nH]c3ccccc23)C1c1ccccc1F (stereo not drawn),1.8,0.3,-1,-9,12,9,3,-4,-1
Cc1cc(C)n(C(=O)C(C)n2nc([N+](=O)[O-])c(Br)c2C)n1 (stereo not drawn),4.5,-0.2,0,2,-1,-2,-1,-2,1
O=C(O)CCN=C1CCc2ccccc2N1,1.6,-0.1,0,16,-4,0,4,-9,-3
C=CCn1c(O)c2ccc(C(=O)N=NC(=O)COc3ccccc3F)cc2c1O,0.2,-0.1,-10,-20,-4,13,1,-5,-18
Cc1cc(NC(=O)CSc2nc(-c3cccs3)nc3ccccc23)no1,2.8,0.2,x,-3,x,1,6,x,x
CCOC(=O)C1(Cc2ccccc2)CCCN(CCO)C1 (stereo not drawn),1.9,0.0,4,9,-2,-4,-1,-1,1
CC(C)c1ccc(NC(=O)NCc2ccc(F)cc2)cc1,3.0,-0.1,-2,-1,7,-5,-4,0,-1

# Next section; the last 2 above are carried over.
SMILES,PP5 primary,Efflux pump mplx,TPT1 inh,ZTA counter,HCV core dimer,PREPL inh,PP1 counter,EBNA-1 inh,Fh CTSL1 inh
CCOC(=O)C1(Cc2ccccc2)CCCN(CCO)C1 (stereo not drawn),1.9,0.0,4,9,-2,-4,-1,-1,1
CC(C)c1ccc(NC(=O)NCc2ccc(F)cc2)cc1,3.0,-0.1,-2,-1,7,-5,-4,0,-1
Fc1cccc(-n2c(-c3cccs3)nc3nc4ccccc4nc32)c1,3.6,0.1,1,26,-1,13,-16,-5,2
COc1ccc(Cn2cnc3sccc3c2=O)cc1,-0.7,0.1,0,15,-3,6,-1,12,1
COc1ccc(/C=N/NC(=O)Cn2cnc3ccccc3c2=O)cc1,1.9,-0.2,1,11,-3,-3,0,6,-2
COc1ccccc1C1N(c2ccc(F)cc2)C(=O)C2CCCN21 (stereo not drawn),-1.8,0.0,4,-12,-1,10,1,-2,-7
C=CCSc1nc2sc3c(c2c(=O)n1CC)CCc1ccccc1-3,0.1,0.0,0,-3,1,5,-4,-4,-1
CC(NC(=O)Cc1ccccc1)c1cc2c(cc1Br)OCCCO2 (stereo not drawn),2.3,-0.1,3,7,-1,2,1,6,-1
O=S(=O)(c1ccc(F)cc1)N1CCC(c2nc3ccccc3[nH]2)CC1,1.0,-0.1,0,-25,-8,0,4,8,-1
CCc1ccc(Nc2nnc(SCC(=O)Nc3cccc(S(=O)(=O)NC4=NCCCCC4)c3)s2)cc1,2.4,0.1,-2,5,14,11,1,-5,1
Cc1ccc(NC(=O)C2CCN(c3ncnc4sc(C)c(C)c34)CC2)cc1S(=O)(=O)N(C)C,3.3,0.1,-1,-1,11,10,3,1,2
O=C(COC(=O)c1cccnc1Cl)Nc1cccc(S(=O)(=O)N2CCCCC2)c1,0.8,0.0,1,1,5,9,-2,-9,-15
COc1ccc(C2=NC(C)(C)Cc3cc(OC)c(OC)cc32)cc1,2.4,-0.1,-3,-18,-17,22,2,-7,3
Cn1nccc1/C=N\NC(=O)c1ccc(Cl)cc1,0.2,3.0,-2,5,1,10,-5,-8,0
COc1ccc(NC(=O)C2CCC(C(C)(C)C)CC2)cc1S(=O)(=O)N1CCCCC1 (stereo not drawn),1.7,-0.2,-3,-17,4,12,5,9,4
CC(C)(C)NC(=O)NC(=O)CSc1ncccn1,-3.1,0.1,-2,-9,9,16,-2,-9,-7
Cc1cc(C(=O)N/N=C/c2ccc(-c3cccc(Cl)c3)o2)n[nH]1,-1.8,0.1,-1,0,-5,-4,2,10,5
COc1ccc(-n2nc(C(=O)NCC(=O)N3CCCCC3)c3ccccc3c2=O)c(OC)c1,2.6,0.0,4,0,-2,11,0,-6,7
CN(CC(=O)Nc1ccc(F)cc1)C(=O)COc1ccccc1Cc1ccccc1,3.4,-0.1,-1,8,2,-18,-4,2,-2
CCN1CCSc2ccc(C(=O)NCc3cccc(Br)c3)cc21,1.6,0.2,-1,-3,-9,36,0,-4,4
COc1ccc(C(=O)NCC(C)NC(=O)c2ccc(OC)c(OC)c2)cc1OC (stereo not drawn),-2.0,0.1,0,-5,1,6,1,4,1
CC(=O)c1ccc(-c2ccc([C@H]3[C@@H]4C=CCC[C@@]4(C)C(=O)N3Cc3ccccc3)c(F)c2)cc1,2.8,0.0,-1,14,18,-1,5,6,-3
Cc1ccc(OCC(=O)Nc2ccc(C(N)=O)cc2)cc1,0.1,-0.2,-3,-2,-6,6,0,4,-3
Cc1ccc(C)c(NC(=S)NNC(=O)c2cc3c(s2)CCC(C)C3)c1 (stereo not drawn),5.8,-0.3,-8,-11,-7,8,10,6,2
COc1ccc(C(C)(C)C)cc1NC(=O)C1C2C=CC(C2)C1C(=O)O (stereo not drawn),1.1,0.0,-6,-12,1,4,4,4,0
CCOc1ccccc1OCCCC(=O)N1CCN(S(=O)(=O)c2ccc(Cl)cc2)CC1,0.7,0.5,x,-13,x,5,2,x,x
O=C1C(=O)N(Cc2cccnc2)C(c2cccc([N+](=O)[O-])c2)/C1=C(\O)c1ccc2c(c1)OCCO2 (stereo not drawn),-1.2,0.0,-4,-1,0,2,1,3,-4
CCN(CC(=O)Nc1ccc(NC(C)=O)cc1)C(=O)CCCOc1ccc(C(C)(C)C)cc1,2.4,0.0,-2,-14,-6,25,1,8,2
CC(C(=O)N1CCN(Cc2ccccc2)CC1)n1ncn2cccc2c1=O (stereo not drawn),-1.1,-0.1,0,15,1,-6,-2,-9,-2
CCOC(=O)C1CCCN(C(=O)CCc2nc3sc4c(c3c(=O)[nH]2)CCCC4)C1 (stereo not drawn),0.0,-0.1,x,4,x,29,0,x,x
Cc1ccc(S(=O)(=O)N(C)c2ccccc2C(=O)Nc2c(F)cccc2F)cc1,0.7,-0.1,-1,11,6,-8,-2,-1,1
CCOC(=O)COc1ccsc1C(=O)OC,-0.3,-0.1,2,11,0,12,-4,6,6
CC(=O)c1ccc(-n2c(CCC(=O)O)ccc2-c2ccc(Br)cc2)cc1,-1.5,-0.1,4,-5,20,6,-3,19,6
O=C(NCC(=O)N1CCCC1)c1ccc(Cl)cc1,1.8,0.0,-1,-1,3,-8,-2,3,2
O=[N+]([O-])c1cc([N+](=O)[O-])c(N2CCCCCC2)cc1NCCO,0.9,-0.2,-2,4,0,7,-1,10,3
O=C(COC(=O)c1cccnc1)Nc1ccc(F)cc1,3.5,0.6,12,-2,-3,1,-1,-8,-8
CCn1c2ccccc2c2cc(NC(=O)COC(=O)c3cc(S(=O)(=O)N4CCCCC4)ccc3Cl)ccc21,-1.0,0.4,0,2,10,-6,1,-5,4
O=C(NCc1cccnc1)/C(=C/c1ccc(Cl)cc1)NC(=O)c1ccccc1,1.1,0.0,-1,-9,5,-4,-2,10,2
COCCN1CCN(Cc2cn[nH]c2-c2cc3ccccc3o2)CC1,1.2,0.3,-1,-17,-5,14,-1,-1,2
COc1ccc(/C=C(\NC(=O)c2ccc(C)cc2)C(=O)NCCCN2CCOCC2)cc1OC,-0.6,0.2,-2,-7,0,9,-1,-18,1
COc1ccc(S(=O)(=O)N2CCOCC2)cc1NC(=O)CSc1ccccc1,1.6,-0.4,2,-5,2,6,-3,2,-1
O=C(CSc1nccn1-c1cccc(Cl)c1)NC1CCCC1,0.6,-0.1,-5,-6,-2,13,1,-10,-1
S=C(Nc1cccc(Cl)c1)N1CCN(c2ccccn2)CC1,-0.6,0.4,3,18,-1,-8,-3,-8,-4
CC1CCCCC12NC(=O)N(CC(=O)Nc1cccc(S(=O)(=O)N3CCCCC3)c1)C2=O (stereo not drawn),3.7,0.1,x,-25,x,1,-2,x,x
O=C(Cc1csc(-c2ccccc2)n1)NCc1ccccc1F,0.8,0.1,6,2,-6,-1,2,-7,-4
CN1CCN(Cc2nc3c(c(=O)[nH]c(=O)n3C)n2Cc2c(F)cccc2Cl)CC1,3.0,0.5,-1,-12,0,1,0,-12,-2
CC(C)(C)NS(=O)(=O)c1ccc(OCC(=O)NCc2ccco2)cc1,1.8,-0.1,1,0,1,-1,-1,-2,1
Cc1ccc(C(=O)NNC(=O)c2ccc(NS(=O)(=O)c3cccs3)cc2)o1,-0.5,-0.2,x,-2,x,-2,-2,x,x
COC(=O)c1ccc(CSc2nc(-c3ccco3)cc(C(F)(F)F)n2)o1,5.3,0.0,1,-8,11,3,3,12,-1
Cc1cc(C)cc(NC(=O)NC2CCN(CC(=O)Nc3cccc(Cl)c3C)CC2)c1,2.1,-0.1,4,11,7,-4,-4,-4,0
O=C1/C(=C/c2ccccc2)SC(=S)N1CC(=O)N1CCCCC1c1cccnc1 (stereo not drawn),1.6,0.0,-1,16,26,8,17*,-8,-1
Cc1cc(Br)ccc1OCC(=O)N1CCCCCC1,1.4,0.0,-2,5,-3,-2,-1,11,-2
CC(=O)Nc1cccc(OCCCNC(=O)c2cccc3ccccc23)c1,-0.2,0.1,-2,0,-5,0,-2,10,1
COc1ccc(S(=O)(=O)Oc2ccc3c(c2)O/C(=C\c2cccnc2)C3=O)cc1,0.1,0.2,-1,10,10,11,6,-6,3
CCOC(=O)c1ccc(NC(=O)CN2C(=O)CN(C(C)=O)C2=S)cc1,1.6,0.7,3,-8,-11,16,4,-4,3
c1ccc2c(c1)ncn2-c1ncnc2sc3c(c12)CCCC3,1.4,-0.1,-3,-8,-1,0,4,-12,0
COc1ccc(NC(=O)c2ccccc2NS(C)(=O)=O)cc1OC,-2.7,0.2,2,7,-1,0,1,-6,-1
Fc1ccc(C2CCCN2Cc2nc(-c3cnccn3)no2)cc1 (stereo not drawn),2.3,0.1,0,11,-4,3,-2,2,-4
O=C(Nc1ccc(Cl)cc1)c1ccc2ncsc2c1,1.9,0.1,-1,8,7,-7,1,-4,-5

# Entries of single compounds as entered above. Values in the order: PP5 primary	Efflux pump mplx	TPT1 inh	ZTA counter	HCV core dimer	PREPL inh	PP1 counter	EBNA-1 inh	Fh CTSL1 inh
# Profile of `Fc1ccc(C2CCCN2Cc2nc(-c3cnccn3)no2)cc1` (stereo not drawn) → 2.3	0.1	0	11	-4	3	-2	2	-4
# Profile of `COC(=O)c1ccc(CSc2nc(-c3ccco3)cc(C(F)(F)F)n2)o1` → 5.3	0.0	1	-8	11	3	3	12	-1
# Profile of `COc1ccc(S(=O)(=O)Oc2ccc3c(c2)O/C(=C\c2cccnc2)C3=O)cc1` → 0.1	0.2	-1	10	10	11	6	-6	3

# From PubChem BioAssay

# This is a subset, so the mix of outcomes need not match the whole.
